HKDC1 inh: blocks human hexokinase HKDC1 activity | recombinant HKDC1, G6PDH/diaphorase resazurin coupled fluorescence | hit rate 0.16% among 340,000 | inhibition, % at 20 µM | Q2TB90;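 active = inhibition above about 35% when tested at 20 µM, limit read from the data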;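 also: plate controls were DMSO wells with enzyme for no effect and DMSO wells lacking enzyme for full effect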
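Test system: recombinant HKDC1 (HK5) hexokinase enzyme, produced in-house; Amount: enzyme 5 µg/mL final; Buffer or medium: Tris pH 8.0 buffer with MgCl2, Tween-20, BSA, BME; Reagent: glucose and ATP substrates; Doses: 20 µM test compound, 1% DMSO; Incubation: 90 min reaction incubation at room temperature, dark; Detection: resorufin fluorescence at 613 nm.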
SENP8 block-1: SENP8 (human) protease inhibition; AID 602440; recombinant SENP8, Nedd8 substrate fluorescence; hit rate 0.64% among 360,000; Q96LD8; inhibition, % at 20 µM; in the data active = inhibition mostly above about 40%, no sharp cut-off; inactive = mostly below about 27%
Target sequence (Q96LD8 whole entry, looked up): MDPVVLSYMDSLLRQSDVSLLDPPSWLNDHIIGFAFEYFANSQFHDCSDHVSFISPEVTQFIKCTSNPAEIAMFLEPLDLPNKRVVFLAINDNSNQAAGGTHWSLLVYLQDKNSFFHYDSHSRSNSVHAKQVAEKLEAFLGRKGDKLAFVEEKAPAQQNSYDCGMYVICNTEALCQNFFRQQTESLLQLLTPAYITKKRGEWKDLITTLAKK
SENP6 inh: blocks the human protease SENP6 | Q9GZR1 | Recombinant SENP6 catalytic domain, aminoluciferin luminescence | inhibition, % at 10 µM | hit rate 1.8% among 330,000 | AID 2599;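 active = inhibition above about 50% at the single tested dose, limit read from the data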;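 also: plate controls were DMSO wells with enzyme for no effect and DMSO wells lacking enzyme for full effect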
Apaf1 inhib: human Apaf-1 inhibition. O14727. reconstituted apoptosome caspase-3 activity, DEVD-Rh110 fluorescence. inhibition, % at 20 µM. hit rate 0.71% among 330,000; active = inhibition of at least 40% at 20 µM;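 also: plate controls were DMSO wells for no effect and DEVD-CHO caspase inhibitor wells for full effect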
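Material: biochemical Apaf-1 apoptosome reconstitution. Medium: Hepes buffer, pH 7.5. Also added: cytochrome c activation, bis-DEVD rhodamine 110 substrate. Timing: 30 min compound preincubation, 50 min activation, room temperature. Measured by: rhodamine 110 fluorescence at Ex 480/Em 540 nm.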
SENP7 block: blocks the human protease SENP7; Q9BQF6; recombinant SENP7, Z-RLRGG-aminoluciferin luminescence, 40 min; inhibition, % at 5 µM; hit rate 1.5% among 330,000;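 active = inhibition above about 50% at the single test dose, limit read from the data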;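 also: plate controls were DMSO with enzyme for no effect and no enzyme buffer wells for full effect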
Target sequence (Q9BQF6 706-1050 limits assumed): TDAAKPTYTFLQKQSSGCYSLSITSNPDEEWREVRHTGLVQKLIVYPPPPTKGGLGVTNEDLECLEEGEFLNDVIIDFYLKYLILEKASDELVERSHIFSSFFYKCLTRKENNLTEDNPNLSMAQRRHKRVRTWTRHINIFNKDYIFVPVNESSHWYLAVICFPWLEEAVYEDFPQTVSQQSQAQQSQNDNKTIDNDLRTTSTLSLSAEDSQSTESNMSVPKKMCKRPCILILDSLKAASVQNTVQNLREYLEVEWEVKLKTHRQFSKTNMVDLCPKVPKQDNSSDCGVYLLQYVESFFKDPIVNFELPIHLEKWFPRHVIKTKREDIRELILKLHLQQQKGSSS
SENP1 inh: inhibitors of human SENP1 SUMO protease catalytic domain | Q9P0U3 | inhibition, % at 10 µM | recombinant SENP1 catalytic domain, CyPet-SUMO1-YPet FRET cleavage | hit rate 0.21% among 360,000 | AID 624204;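 active = inhibition at least 30% at 10 µM, raw YFP signal under a set limit, fluorescence ratio 0.5 to 1.5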;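 also: 0% = enzyme with DMSO and 100% = no enzyme wells; some results filed as inactive read as strong as hits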
Target sequence (Q9P0U3 419-644 limits assumed): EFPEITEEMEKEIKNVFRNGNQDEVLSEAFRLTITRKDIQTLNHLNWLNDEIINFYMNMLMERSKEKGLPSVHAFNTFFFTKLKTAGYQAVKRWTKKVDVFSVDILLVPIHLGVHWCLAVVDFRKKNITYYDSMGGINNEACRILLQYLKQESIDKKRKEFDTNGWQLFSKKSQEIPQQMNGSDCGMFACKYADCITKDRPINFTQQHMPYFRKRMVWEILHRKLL
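Test system: hSENP1 catalytic domain, recombinant; Amount: 20 pM final SENP1 enzyme; Medium: Tris pH 8 buffer plus EDTA, NaCl, BME, BSA, NP40, catalase; Schedule: 50 min enzyme reaction, room temperature, light-protected; Technique: FRET fluorescence in CFP and YFP emission channels; Controls: no-enzyme wells low, DMSO-plus-enzyme wells high control.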
SENP8 block-2: inhibitors of human SENP8 protease; Q96LD8; purified SENP8, Z-RLRGG-aminoluciferin cleavage, luminescence; inhibition, % at 10 µM; hit rate 1.2% among 330,000; AID 2540; in the data active = inhibition above about 50%
PfGluPho inh: PfG6PD (Plasmodium falciparum) enzyme inhibition | PfGluPho enzyme, NADPH resazurin-diaphorase fluorescence | inhibition, % at 20 µM | hit rate 0.78% among 350,000;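 active = inhibition reaching at least a set limit at 20 µM in the primary screen, cut at about 59% in these data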;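 also: 0% = DMSO wells with substrate and 100% = DMSO wells lacking glucose-6-phosphate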
Starred values were filed as active, the others as inactive.

SMILES	HKDC1 inh	SENP8 block-1	SENP6 inh	Apaf1 inhib	SENP7 block	SENP1 inh	SENP8 block-2	PfGluPho inh
O=C(COC(=O)c1cnc(Cl)c(Cl)c1)NCc1cccs1	-7	-4	-15	0	6	1	-1	5
CC(=O)c1ccc(OCC(=O)OCC(=O)N(CC(C)C)c2c(N)n(Cc3ccccc3)c(=O)[nH]c2=O)cc1	2	8	-11	-6	13	-2	-9	-13
Cc1nc2c(ncn2-c2ccccc2)c(=O)n1NC(=O)CN1CCCCC1	-9	2	10	-4	-4	-1	-10	-2
CC(C)c1ccc(CNC(=O)CCc2ccccc2)cc1	1	5	-10	8	5	3	1	-15
Cc1ccc(N(CC(=O)NC2CCCCC2)S(=O)(=O)c2c(C)nn(C)c2C)cc1	-1	22	-6	-7	-2	1	0	-6
COc1ccc2cc(-c3ccccc3)ncc2c1	5	-194	95*	-7	98*	-3	92*	10
O=c1ccc2cc(S(=O)(=O)N3CCN(c4cc(Cl)ccc4Cl)CC3)ccc2o1	-6	13	-13	6	-2	0	-7	-3
CCCCC(=O)Nc1ccc(NC(=O)c2cccs2)cn1	-3	16	2	-6	-12	-1	-2	14
COc1ccc(-c2c(S(=O)(=O)c3ccccc3)cnn2-c2ccccc2)cc1	-4	1	-5	16	4	1	-1	-19
Cc1cccc(NC(=O)C(C)Sc2nc3nc(C)cc(C)n3n2)c1 (stereo unspecified)	13	4	0	-4	3	-2	2	22
CCCCNC(=O)C1Cc2cc(S(=O)(=O)N3CCCC3)ccc2N1C(C)=O (stereo unspecified)	-4	1	-1	-8	-6	2	-4	-3
COc1cccc(N2CC(C(=O)Oc3ccc4ccccc4c3)CC2=O)c1 (stereo unspecified)	2	10	16	2	-4	2	-11	-5
O=C(O)CCN1C(=O)/C(=C\c2cccc(Oc3ccccc3)c2)SC1=S	22	25	97*	11	62*	2	96*	-20
COc1ccc(CC(=O)Nc2cccc(C)n2)cc1OC	-5	8	-8	-3	7	-2	-1	-8
N#Cc1ccccc1CSCCNC(=O)Cc1c(F)cccc1Cl	-5	2	2	5	1	-1	-3	-6
C=CCNc1cnn(-c2ccc(C)cc2)c(=O)c1Sc1ccc(C)cc1	-2	0	-18	12	5	-3	2	-2
CC(C)C(C)NC(=O)COc1ccc(S(=O)(=O)N2CCOCC2)cc1Cl (stereo unspecified)	-6	12	-4	1	-3	1	-4	-8
COCCCNC(=O)C1c2ccccc2Oc2ccccc21	-3	2	3	0	-2	1	8	4
Cc1ccc(C(=O)OCC(=O)NC(C)C2CC3CCC2C3)cc1N (stereo unspecified)	3	-390	-11	20	-1	-3	-6	-2
CCCc1ccc(OCc2ccc(C(=O)O)o2)c(OC)c1	-1	8	75*	2	54*	-3	69*	-15
CCOc1ccc(N(CC(=O)NC2CCCC2)C(=O)CCC(=O)Nc2nccs2)cc1	-4	6	8	-3	-7	-2	3	2
CCCOC(=O)/C(C)=N\NC(=O)c1ccco1	3	23	-16	-1	-2	1	-13	-15
CC(C)Oc1ccc(C(=O)NNC(=O)c2ccccc2C(=O)O)cc1	-14	3	-26	1	7	0	-6	6
Cc1ccccc1-c1nnn(CC(=O)Nc2cccc(S(N)(=O)=O)c2)n1	-3	22	-5	-17	-4	3	0	-1
O=C(COC(=O)c1cc([N+](=O)[O-])ccc1NCc1ccccc1)NCc1ccccc1Cl	-5	2	12	9	2	0	7	-9
O=C1N(c2cccc3ccccc23)C(c2ccccc2)N2CCCN12 (stereo unspecified)	1	12	-20	5	8	0	-2	5
O=C(COC(=O)c1ccc(Cl)c(S(=O)(=O)N2CCCC2)c1)NC1CCCC1	-6	25	-10	6	9	1	-5	7
O=C(NCCC1=CCCCC1)C1CCC(CNS(=O)(=O)c2ccccc2)CC1 (stereo unspecified)	-11	2	-10	-7	8	-2	-4	0
NNC(=O)c1snnc1-c1ccccc1	-4	8	-39	-20	-4	0	-9	-4
CN(Cc1nc2ccccc2n1C)C(=O)c1cccs1	-4	22	2	-4	0	0	-2	25
COc1ccc(C(=O)Nn2cc3c(c2-c2ccccc2)c(=O)n(C)c(=O)n3C)cc1	-11	-59	-12	-9	5	1	-7	-12
Cc1nc([N+](=O)[O-])c(NCCO)n1Cc1ccccc1	16	10	9	-2	0	2	2	4
O=C(/C=C/c1ccc(Cl)c([N+](=O)[O-])c1)c1cccnc1	7	28	-10	-5	-9	1	0	27
CC(C)OP(=O)(OC(C)C)C(Nc1ccccc1)c1cccnc1 (stereo unspecified)	-5	12	-7	-18	9	2	-4	1
COCc1[nH]nc2c1C1(CCC3(CC1)OCCO3)C(C#N)=C(N)O2	3	22	5	1	-14	1	-1	-5
Cc1nn(-c2ccccc2)c2c1C1(C(=O)N3c4c(cccc41)C(C)CC3(C)C)C(C#N)=C(N)O2 (stereo unspecified)	6	20	17	8	4	-1	3	15
CC(=O)c1sc(NS(=O)(=O)c2ccc(C)cc2)nc1C	-5	-13	5	4	-1	1	2	-22
Cc1ccc(OCCOC(=O)c2cc(S(=O)(=O)N3CCCCC3)ccc2N2CCOCC2)cc1	6	6	-3	9	-1	4	6	15
O=C1CN(C(=O)CSc2nnnn2C2CC2)c2ccccc2N1	0	-9	1	-7	-6	-8	11	11
Cn1nnnc1SCC(=O)N1N=C(c2cccs2)CC1c1cccs1 (stereo unspecified)	-4	-349	5	0	5	0	1	0
CCC1(C)Cc2ccccc2-c2c1c(=O)n(Cc1ccccc1)c1nnnn21 (stereo unspecified)	-4	-129	3	21	5	0	2	-2
O=S(=O)(c1ccc2nc(Cc3ccccc3)[nH]c2c1)N1CCOCC1	-3	8	-16	1	-16	1	-7	2
COc1cc(NC(=O)COc2ccccc2Cl)ccc1NC(=O)c1cccs1	-2	13	-13	9	5	2	8	-13
N#CC1(NC(=O)COc2ccc3ccc(=O)oc3c2)CCCCC1	0	-173	-3	3	-8	-1	1	-3
CC(C)Cc1nnc(NC(=O)CN2C(=O)C3CCCCC3C2=O)s1 (stereo unspecified)	-8	8	4	1	-3	2	21	-6
COc1ccc(OCc2cc(C(=O)N(C)Cc3cc(C4CC4)n[nH]3)no2)c(Cl)c1	5	1	-7	8	-12	-8	-1	-8
CCN1CCN(Cc2ccccc2NC(=O)Nc2ccc(C)cc2)CC1	-6	22	-19	3	-2	0	-1	1
O=C(NC1(C(F)(F)F)N=C2SCCN2C1=O)C1CCCCC1 (stereo unspecified)	-2	13	-20	1	-9	3	-2	-6
O=C(Nc1ccccc1F)c1cc(Cl)sc1Cl	5	16	4	1	3	-3	1	8
CC(Oc1cccc(Cl)c1)C(=O)Nc1ccncc1 (stereo unspecified)	-7	12	-9	-11	-5	0	-3	-4
New compounds follow:
SMILES	HKDC1 inh	SENP8 block-1	SENP6 inh	Apaf1 inhib	SENP7 block	SENP1 inh	SENP8 block-2	PfGluPho inh
CCOc1ccccc1N(CC(=O)NCCc1ccc(OC)c(OC)c1)S(=O)(=O)c1ccccc1	-2	5	-19	4	-4	-2	0	11
O=C(CN1C(=O)NC2(CCCC2)C1=O)OCCOc1ccc(Cl)cc1	1	5	-2	-2	-4	3	-2	8
Cn1c(SCC(=O)c2ccccc2)nnc1-c1ccc(O)cc1	-5	8	-5	4	-2	2	-17	3
N/C(=N\c1nc2ccccc2o1)NC(=O)c1ccccc1NC(=O)c1ccccc1	-3	-41	10	4	4	1	-1	0
Cc1cc(NC(=O)c2sccc2C)n(-c2cccc(Cl)c2)n1	-6	9	-6	6	4	0	-9	-22
O=C(CCSc1ccc(Br)cc1)c1ccc(O)cc1	0	17	0	1	2	3	-8	-9
NC(=O)C1CCCN(S(=O)(=O)c2ccc3ccccc3c2)C1 (stereo unspecified)	4	16	-2	4	13	4	-9	-18

7 entries from above, sorted by SMILES length, ascending.
SMILES	HKDC1 inh	SENP8 block-1	SENP6 inh	Apaf1 inhib	SENP7 block	SENP1 inh	SENP8 block-2	PfGluPho inh
O=C(Nc1ccccc1F)c1cc(Cl)sc1Cl	5	16	4	1	3	-3	1	8
CC(Oc1cccc(Cl)c1)C(=O)Nc1ccncc1 (stereo unspecified)	-7	12	-9	-11	-5	0	-3	-4
Cn1c(SCC(=O)c2ccccc2)nnc1-c1ccc(O)cc1	-5	8	-5	4	-2	2	-17	3
Cc1cc(NC(=O)c2sccc2C)n(-c2cccc(Cl)c2)n1	-6	9	-6	6	4	0	-9	-22
O=C(CN1C(=O)NC2(CCCC2)C1=O)OCCOc1ccc(Cl)cc1	1	5	-2	-2	-4	3	-2	8
N/C(=N\c1nc2ccccc2o1)NC(=O)c1ccccc1NC(=O)c1ccccc1	-3	-41	10	4	4	1	-1	0
CCOc1ccccc1N(CC(=O)NCCc1ccc(OC)c(OC)c1)S(=O)(=O)c1ccccc1	-2	5	-19	4	-4	-2	0	11
